Screens deposited in PubChem BioAssay by Fisher Drug Discovery Resource Center.
mcGAS inh: blocks mouse cGAS activity. Q8C6L5. recombinant cGAS, Kinase-Glo ATP depletion luminescence. inhibition, % at 12.5 µM. 160,000 compounds, 0.15% hits;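 further: 0% = negative control wells and 100% = reference inhibitor with no enzyme activity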
hcGAS lum: blocks human cGAS activity; Q8N884; recombinant h-cGAS, ATP depletion, Kinase-Glo luminescence; inhibition, % at 12.5 µM; 290,000 compounds, 0.081% hits; AID 1259398;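 further: 0% = vehicle reaction and 100% = reaction without DNA for no activity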
Target sequence (Q8N884 whole entry, looked up): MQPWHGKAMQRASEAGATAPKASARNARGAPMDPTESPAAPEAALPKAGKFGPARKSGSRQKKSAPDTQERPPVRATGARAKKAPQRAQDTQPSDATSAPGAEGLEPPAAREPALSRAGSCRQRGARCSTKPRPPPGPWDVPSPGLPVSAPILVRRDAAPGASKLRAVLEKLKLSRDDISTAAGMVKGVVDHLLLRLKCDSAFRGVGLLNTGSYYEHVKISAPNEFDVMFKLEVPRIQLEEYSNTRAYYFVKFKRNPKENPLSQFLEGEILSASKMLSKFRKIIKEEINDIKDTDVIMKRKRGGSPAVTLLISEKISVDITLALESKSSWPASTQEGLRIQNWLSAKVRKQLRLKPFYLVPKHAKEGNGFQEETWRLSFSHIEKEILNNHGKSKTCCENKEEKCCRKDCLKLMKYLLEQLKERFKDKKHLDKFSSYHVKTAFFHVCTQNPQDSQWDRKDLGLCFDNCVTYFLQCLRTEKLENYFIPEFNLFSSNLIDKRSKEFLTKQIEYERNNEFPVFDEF
NPYLR7 agonist: activates Aedes aegypti NPYLR7 receptor; activation, % at 10 µM; 270,000 compounds, 0.15% hits; HEK293T NPYLR7/Galpha15, GCaMP6s calcium fluorescence; in the data active means activation above about 40%;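 further: 0% = vehicle and 100% = reference agonist at the receptor; some compounds past the cut are filed as inactive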
* marks the source's active call; other numbers are inactive results; . = no result given; & = joins results of further samples. Unless noted, no stated cut-off is given here; in the data, active means inhibition above about 40%; inactive means the rest.

SMILES | mcGAS inh | hcGAS lum | NPYLR7 agonist
C=C(C)Cn1c(=S)[nH]c2c(c1=O)C(C)(C)Cc1ccccc1-2 | -0.1 | 1.6 | -0.6
CCOC(=O)N1CCN(C(=O)c2ccc(N3CCC(NCCc4c(C)n[nH]c4C)CC3)cc2)CC1 | -12.8 | -8.0 | 13.9
CCN(CC1CCCCO1)C(=O)CCNC(=O)c1ccccc1F (stereo not given) | . | -5.7 | 6.0
O=C(c1ccc2c(c1)OCO2)C1CCCN(C(=O)C2CCOCC2)C1 (stereo not given) | . | -2.6&-9.7 | -0.9&4.5
Cc1cc(C)c(Cn2cncn2)cc1CN1CCN2C(=O)CNC(=O)C2C1 (stereo not given) | . | -6.1 | 13.8
N#CC1c2ccccc2C=CN1C(=O)c1ccccc1 (stereo not given) | -5.5 | -7.2 | 0.3
Cc1cccc(C(=O)N2CCCC(CO)(Cc3ccccc3C)C2)n1 (stereo not given) | . | -8.2 | 2.7
Ic1ccc2c(c1)Cc1ccccc1-2 | -4.5 | -2.5 | 3.7
CC1CN(C)CCN1Cc1ccccc1C#N (stereo not given) | -2.5 | 1.6 | 3.2
CN1CCC(N(CC2CCOC2)C(=O)NCc2ccco2)CC1 (stereo not given) | -3.1 | -2.9 | .
CCNC(=O)[C@@H]1C[C@@H](N)CN1C(=O)CCc1cn2ccccc2n1 | -3.6 | 1.5 | -5.9
O=C(CCc1ccc(Br)cc1)NCCc1n[nH]c(=O)[nH]1 | . | -9.3 | 0.2
CCOC(=O)c1nc2cc(C)c(C)cc2nc1N1CCN(C(=O)COCCOC)CC1 | . | -5.2 | 31.5
CN(C(=O)COC(=O)c1sc2ccccc2c1Cl)C1CCS(=O)(=O)C1 (stereo not given) | -7.0 | -5.8 | 2.4
COc1cc(C(=O)Nn2cnc3c(cnn3C(C)(C)C)c2=O)cc(OC)c1OC | . | -10.6 | 21.2
CC(C)(C)c1nc(CNS(=O)(=O)c2cc(S(C)(=O)=O)ccc2Cl)no1 | . | -10.0 | 9.8
CCCc1nnc2sc(-c3cn[nH]c3-c3cccc(OC)c3)nn12 | . | -5.1 | -3.2
O=C(C1CCCC1)N1CCc2c([nH]c3ccccc23)C1c1cc(F)ccc1F (stereo not given) | -4.1 | -3.7 | 1.0
COc1ccc(CN2CCC(n3nccc3NC(=O)CCc3ccccc3)CC2)c(C)c1C | -4.1 | -6.8&-7.2 | 1.1&-4.7
CC(C(=O)N(C)C)N(C)Cc1nn(C)c2cccc(Cl)c12 (stereo not given) | -15.8 | -5.0 | 7.6
O=C(NCCc1ccccn1)c1csc(CSc2nnc(Cc3ccccc3)n2-c2cccc(Cl)c2)n1 | -6.9 | -7.8 | 14.6
CCOC(=O)Cc1n[nH]c(COc2ccc(Cl)cc2)n1 | -2.8 | -5.6 | -2.6
O=C(c1ccccc1Cl)N1CCCN(c2nc(Cc3ccccc3)nc3onc(-c4ccccc4)c23)CC1 | -2.9 | 2.7 | 11.8
CCC(C(=O)NCCOc1ccc2nnc(-c3ccc(F)cc3)n2n1)c1ccccc1 (stereo not given) | -7.7 | -3.2 | -10.4
CCN1CCN(C(c2ccc(Cl)cc2)c2c(O)cc(C)n(CC)c2=O)CC1 (stereo not given) | . | -7.6 | 11.6
CCNC(=S)NC(CC)C1c2cc(OC)c(OC)cc2CCN1Cc1ccccc1F (stereo not given) | -3.2 | -2.3 | 9.4
Cc1ccc(F)cc1Oc1ccc2c(C3CC3)noc2n1 | -6.6 | -6.8 | 8.5
N#Cc1ccc(CCC(=O)OC(C(=O)NC2CC2)c2ccccc2)cc1 (stereo not given) | . | -5.7 | 5.4
O=C1NC2CCCCC2=C1CC(=O)N1CCOCC1 (stereo not given) | -3.6 | -8.2 | .
O=C(NCc1ccccn1)c1cccc(OC2CCN(C(=O)C3CCCO3)CC2)c1 (stereo not given) | -8.0 | -2.8 | 1.3
CN(C)CCN(Cc1nccn1Cc1ccccc1C(F)(F)F)C(=O)c1ccco1 | -5.0 | -2.4 | -0.3
CC[C@@H](C)Nc1cc(C(=O)NC2CC3CCC(C2)N3c2ccc(C(=O)C3CC3)cn2)c(C)cc1C(N)=O (stereo not given in full) | -13.4 | -7.7 | 16.3
O=C(Cc1cccs1)Nc1ccccc1NC(=O)C1CC=CCC1 (stereo not given) | . | 2.3 | -1.3
CCOC(=O)c1cc(-c2cccc(NC(=O)c3cc(C)nn3C)c2)n(-c2ccccn2)n1 | -6.7 | -6.0 | 28.0
CC(NC(=O)CN1CCCCC1C(=O)N1CCOCC1)c1cccc2ccccc12 (stereo not given) | . | -9.8 | 4.9
O=[N+]([O-])c1cc(S(=O)(=O)C(F)(F)F)ccc1N1CCCC1 | . | -6.3 | 10.0
Cc1cc(C)c(C(=O)N2CCCC(N3CCN(c4cccc(C(F)(F)F)c4)CC3)C2)o1 (stereo not given) | -8.8 | -4.9&-5.7 | 1.2&12.2
CCN1CCC2CCC(C1)N2C(=O)c1ccc(-c2ccc(F)cc2)cc1F (stereo not given) | . | -5.8 | 10.2
O=c1c2nnc3c(-c4ccccc4)cnn3c2ccn1C1CCCC1 | . | -8.2 | 2.4
O=C(O)COc1ccccc1/C=N\NC(=O)CSc1nnc(-c2ccc(Cl)cc2)n1-c1ccccc1 | -4.4 | -8.7 | 10.3
Cc1ccc(C(=O)N2CCc3ccccc32)cc1[N+](=O)[O-] | . | -3.2 | 4.6
Cc1ccc(O)c(-c2nc3c(C)cccc3o2)c1 | -5.3 | -1.9 | 0.0
O=C(c1ccsc1)N(CC1CCN(Cc2ccccc2F)CC1)CC1CCCO1 (stereo not given) | . | -4.9 | 3.5
CCCSCC(=O)N1Cc2cnc(C(C)(C)C)nc2C1 | . | -1.1 | 7.4
COc1cc(OC)cc(C(=O)NCc2nnc(SCc3ccc(F)cc3)n2-c2cc(Cl)ccc2C)c1 | -3.4 | -0.9 | 2.7
O=c1oc(-c2cccs2)nc2cc([N+](=O)[O-])ccc12 | -3.6 | 0.5 | -11.5
CCCn1c(C)cc(C=C(C#N)C(N)=S)c1C | . | -5.2 | 1.3
CCOC(=O)C1=C(O)/C(=C\c2ccc(N(C)C)cc2)SC1=Nc1cccc([N+](=O)[O-])c1 | -5.6 | -3.6 | -0.6
CCn1c(SCC(=O)NCCc2ccccc2C)nnc1-c1ccco1 | -0.3 | -6.8 | 0.2
COc1cccc(CN2CCC(NC(=O)c3cc(F)c(-n4ccnc4-c4ccccc4)cc3F)C2)c1 (stereo not given) | . | -10.9 | 8.6
COc1cc(CNC(=O)NCCC(=O)N2CCCCCC2)cc(OC)c1 | . | -7.0 | 13.1
COc1ccc(-n2nc3ccc(NC(=O)c4ccc(OC)c([N+](=O)[O-])c4)cc3n2)cc1 | -2.8 | -2.8 | -6.9
O=S(=O)(Nc1ccc(NS(=O)(=O)c2ccc(F)cc2)cc1)c1ccc(F)cc1 | . | -7.1 | 1.0
CCC(=O)Nc1ccc(N(C)C)c(CN(CC2CCCO2)C(=O)C(C)C)c1 (stereo not given) | -6.7 | -5.5 | 27.5
O=C(NC(C(=O)N1CCOCC1)C12CC3CC(CC(C3)C1)C2)C1CCCCC1 (stereo not given) | . | -3.6 | 5.1
COc1cccc(C(=O)N(CCCn2ccnc2)c2nc3c(C)cccc3s2)c1OC | -5.6 | -6.8 | -12.6
O=c1cc(Cn2nc3ccc(-c4ccc(Cl)cc4)nn3c2=O)nc2ccccn12 | -5.5 | -4.5 | 36.3
C=CCNc1nc2ccc(C)cc2c2nnc(C3CCCCC3)n12 | -4.0 | -2.1 | .
CCn1cc(S(=O)(=O)N(CC2CCCO2)C2CCCC2)cn1 (stereo not given) | . | -6.2 | 6.0
C1CC(Cc2nc(C3CC3)n[nH]2)CN1 (stereo not given) | -4.6 | -6.1 | .

Part of the list above, as a markdown table.
| smiles | mcGAS inh | hcGAS lum | NPYLR7 agonist |
| --- | --- | --- | --- |
| O=C1NC2CCCCC2=C1CC(=O)N1CCOCC1 (stereo not given) | -3.6 | -8.2 | . |
| O=C(NCc1ccccn1)c1cccc(OC2CCN(C(=O)C3CCCO3)CC2)c1 (stereo not given) | -8.0 | -2.8 | 1.3 |
| CN(C)CCN(Cc1nccn1Cc1ccccc1C(F)(F)F)C(=O)c1ccco1 | -5.0 | -2.4 | -0.3 |
| CC[C@@H](C)Nc1cc(C(=O)NC2CC3CCC(C2)N3c2ccc(C(=O)C3CC3)cn2)c(C)cc1C(N)=O (stereo not given in full) | -13.4 | -7.7 | 16.3 |
| O=C(Cc1cccs1)Nc1ccccc1NC(=O)C1CC=CCC1 (stereo not given) | . | 2.3 | -1.3 |
| CCOC(=O)c1cc(-c2cccc(NC(=O)c3cc(C)nn3C)c2)n(-c2ccccn2)n1 | -6.7 | -6.0 | 28.0 |

Single records (already shown):
COc1cccc(CN2CCC(NC(=O)c3cc(F)c(-n4ccnc4-c4ccccc4)cc3F)C2)c1 (stereo not given) as listed: mcGAS inh: .; hcGAS lum: -10.9; NPYLR7 agonist: 8.6
CCn1cc(S(=O)(=O)N(CC2CCCO2)C2CCCC2)cn1 (stereo not given) as listed: mcGAS inh: .; hcGAS lum: -6.2; NPYLR7 agonist: 6.0

(continued)
SMILES | mcGAS inh | hcGAS lum | NPYLR7 agonist
COC(=O)c1ccc(C2c3c(oc4ccccc4c3=O)C(=O)N2c2cc(C)on2)cc1 (stereo not given) | . | -4.1 | 7.3
COc1ccccc1N1CCN(C(=O)c2ccccc2F)CC1 | . | -7.5 | 4.6
O=C(Cn1cnc2sc3c(c2c1=O)CCCC3)NCCCC(=O)NC1CCCCC1 | . | 0.0 | 1.7
Cc1nc(SCC(=O)NCCCN2CCOCC2)n[nH]1 | -0.8 | -0.7 | -1.0
Cc1cc(Nc2ccc3c(n2)C(=O)N([C@H](C)C(=O)NCC2CC2)C3)n(C)n1 | . | -9.9 | 5.9
CCc1nc2n(n1)C(=O)C(C(c1ccc(OC)cc1)N1CCC3(CC1)OCCO3)S2 (stereo not given) | -7.7 | -6.4 | -3.3
Cc1cc2c(=O)n(Cc3ccco3)c(SCC(=O)NC3CCCC3)nc2s1 | -2.2 | -2.9 | -5.3
Cc1nc(SC(C)C(=O)NC(=O)NC2CCCCC2)n(CC(C)C)c1C (stereo not given) | . | -1.4 | 4.9
Cc1cn2c3c(=O)n(C)c(=O)n(C)c3nc2n1-c1ccccc1OCC(=O)C(C)(C)C | . | -7.7 | 6.4
FC(F)n1c(CN2CCCCC2C2OCCO2)nc2ccccc21 (stereo not given) | . | 1.4 | 2.4
O=C(Cn1ncc(=O)c2ccccc21)N1CCCN(S(=O)(=O)c2ccc(F)cc2)CC1 | -14.2 | -4.0 | 4.2
CCOC(=O)c1cn[nH]c1S(=O)(=O)Nc1cccc(CC)c1 | -6.2 | -4.1 | 1.7
COc1ccc(OCCN2CCC(C(=O)NC(c3ccc(OC)cc3)c3ccccn3)CC2)cc1 (stereo not given) | -3.3 | -4.2 | 16.1
O=C(Nc1ccc(-c2noc(-c3ccccc3)n2)cc1)c1ccco1 | . | -3.5 | -3.2
COc1nn(C)cc1C(=O)Nc1ccc2nc(SC)sc2c1 | . | -2.5 | -3.6
CCOC(=O)CCCC(=O)N1CCC(c2nc(-c3ccc(C(F)(F)F)cc3)no2)CC1 | -5.7 | -3.8 | -5.4
O=C(Cc1c[nH]c2ccccc12)N1CCCC1c1ccccn1 (stereo not given) | . | -3.6 | 2.4
C=C(C)CNC(=O)c1cnc2c(-c3ccc4c(c3)OCO4)cnn2c1C | -8.4 | -19.2 | 15.2
COc1ccc(-n2nc3c(C)nnc(C)c3c2C)cc1OC | . | 0.5 | 2.6
O=C(NCc1ccncc1)c1ccc(-c2cc(-c3cccc4ccccc34)[nH]n2)cc1 | -7.5 | -3.1 | 24.2
O=C(c1cc(-c2ccccc2Cl)nn1-c1ccc(F)cc1)N1CCN(c2cccc(C(F)(F)F)c2)CC1 | -5.5 | -3.7 | 0.8
COc1ccc(CN(C(=O)COc2ccc(Cl)cc2)C(C)C)cc1OS(C)(=O)=O | -4.6 | -7.5 | -1.9
O=C(COc1ccccc1)OCc1cc(-c2cc3ccccc3o2)on1 | . | -4.2 | -2.2
CCOCCOC(=O)C1=C(C)N(C)C(=O)NC1c1ccc([N+](=O)[O-])cc1 (stereo not given) | -6.2 | -2.0 | 10.6
COCCOc1nc(-c2ccco2)n(-c2cccc(NC(=O)c3cccs3)c2)n1 | -10.2 | -6.6 | .
CCCn1nccc1NC(=O)c1cccc(CN2C[C@@H](C)O[C@@H](C)C2)c1 | . | -2.2 | 6.4
CC(C)(C)C(NCc1cc2c(cc1Br)OCCO2)c1cccs1 (stereo not given) | . | -5.1 | 8.2
CCCOc1ccc(Cc2c(O)[nH]c(=S)[nH]c2=O)cc1C | . | -5.6 | 1.6
CCn1ccnc1C(O)c1cccc(OC)c1 (stereo not given) | . | -1.1 | 7.5
CC1CC(N2CCN(C(C)c3ccc(F)cc3F)CC2)C(=O)O1 (stereo not given) | . | -8.7 | 11.2
O/N=C1/CCC2CCCC1C2 (stereo not given) | . | -8.5 | 3.3
COc1cccc(C(CN2CCN(S(=O)(=O)c3c(F)cccc3F)CC2)OCc2cccc(Cl)c2)c1 (stereo not given) | -5.5 | -2.9 | 25.7
COc1ccc(C)c2sc(N(Cc3cccnc3)C(=O)CCc3ccccc3)nc12 | -8.8 | -4.5 | -10.8
O=C(c1ccc(C(F)(F)F)nc1)N1CCOC(COc2ccc(F)cc2)C1 (stereo not given) | -2.7 | -8.3 | 19.4
